# KCNH2 3.1 inh – qHTS for Inhibitors of KCHN2 3.1: Mutant qHTS | U2OS KCNH2 3.1, thallium flux FluxOr; stronger effect = lower value | hit rate 0.95% among 340,000 | activity change, % (tested at about 1.8 µM) | Potassium voltage-gated channel subfamily H member 2, brain isoform KCNH2 3.1 (human);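 active = maximum activity change below -70%; inconclusive = maximum activity change from -70% to -50%; inactive = maximum activity change above -50%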;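 note: thallium influx rate constant from kinetic fluorescence after stimulation buffer; % is set by controls: 0 for no effect and ±100 for the full control effect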
#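 U2OS cells transduced with KCNH2 3.1 mutant virus (1.77 x 10^8 /mL, 4 h), plated overnight at 37 C, loaded 45 min with FluxOr dye plus Red40 quencher. Thallium flux rate constant from kinetic reads after stimulation buffer, normalised to controls.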
# Giardia kill – Small Molecules that selectively kill Giardia lamblia: qHTS | activity change, % at 7.66 µM, hits read low | AID 540267, 2011 | Giardia lamblia trophozoite viability | hit rate 0.15% among 340,000; in the data active = activity change below about -80%; inconclusive = between about -30% and that limit;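 note: parasites exposed to compound for two days anaerobically before the ATP read; % is set by controls: 0 for no effect and ±100 for the full control effect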
#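 Media and compound were dispensed first, then trophozoites at 100 cells/well; plates sat 48 hrs at 37 deg C without oxygen before ATP luminescence reagent was added and read after 15-30 min at room temperature.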
# KCNH2 WT inh – qHTS for Inhibitors of KCHN2 3.1: Wildtype qHTS | activity change, % at 1.84 µM | U2OS, BacMam KCNH2, thallium flux FluxOr; stronger effect = lower value | Voltage-gated inwardly rectifying potassium channel KCNH2 (Homo sapiens), Q12809 | hit rate 0.37% among 340,000 | AID 720551, 2013;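 active = maximum activity change below -70%; inconclusive = maximum activity change between -70% and -50%; inactive = maximum activity change above -50%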; note: % is set by controls: 0 for no effect and ±100 for the full control effect
#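 U2OS cells transduced with wild-type KCNH2 virus are loaded with FluxOr dye for 45 min, and thallium flux is measured in kinetic reads before and after stimulation buffer. Rate constants are normalized to DMSO controls.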
# PKM2 activator – qHTS Assay for Activators of Human Muscle isoform 2 Pyruvate Kinase; Pyruvate kinase PKM (Homo sapiens), P14618; purified PKM2, Kinase-Glo ATP luminescence, activation; response scale: 0% is enzyme alone, no compound; Potency, µM (titrated, usually from 57.5 µM), without a hit: at the top dose activation, most hits filed as activators; hit rate 0.34% among 260,000; AID 1631, 2009; note: potency is the fitted concentration of half-maximal effect; % is set by controls: 0 for no effect and ±100 for the full control effect; nearly all actives have a fitted effect of over 55% in size
#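 Purified hPK-M2 (>95%) run at intermediate activity with 0.1 mM ADP and 0.5 mM PEP in 50 mM imidazole pH 7.2, KCl, MgCl2; 1 h room temperature. ATP formed read by Kinase-Glo luminescence; normalized to uninhibited and no-enzyme controls.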
# MLL CXXC-DNA inh – qHTS Fluorescence Polarization Assay for Inhibitors of MLL CXXC domain - DNA interaction. Histone-lysine N-methyltransferase 2A (Homo sapiens), Q03164. MLL-CXXC / FITC-HOXA9 DNA fluorescence polarization. AID 2662, 2010. Potency, µM (top dose mostly 115 µM), without a hit: at the top dose activity change, negative = inhibition, hits mostly inhibitors. hit rate 0.037% among 290,000; active = well fitted inhibition curve with a large enough effect in the polarisation, with a control signal flat, not every such curve was filed as active; inconclusive = small, poorly fitted or top-dose-only effect, or effect the other way, or a change in a side signal; inactive = no such curve, though single readings can be large or run the other way; the % refers to the polarisation; note: potency is the fitted concentration of half-maximal effect
#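 Purified MLL-CXXC (added from a 7 uM solution) was preincubated 5 min at ambient with pinned compounds in 50 mM Tris-HCl pH 7.5, 50 mM NaCl, 1 mM DTT, 0.05% BSA. Fluorescein-labeled HOX-A9 DNA (50 nM solution) followed, 30 min, then polarization read.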
# USP2a block – qHTS Assay for Inhibitors of Ubiquitin-specific Protease USP2a Using CHOP2 as the Reporter. Ubiquitin carboxyl-terminal hydrolase 2 (Homo sapiens), O75604. hit rate 0.01% among 330,000. USP2 core, Ub-CHOP2 coupled fluorogenic reporter, 485/531. Potency, µM (top dose mostly 38.3 µM), for the others: at the top dose activity change, negative = inhibition, actives largely listed as inhibitors;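 note: potency is the fitted concentration of half-maximal effect; plate controls were DMSO wells for no effect and full inhibition by NEM control for full effect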
#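 USP2 core (10nM final) preincubated 30min RT with compound in 20mM Tris-HCl pH 8.0, 2mM CaCl2, 2mM beta-mercaptoethanol, 0.05% CHAPS; 25nM Ub-CHOP2 plus 25nM reporter substrate added, fluorescence (Ex485/Em531) read after 60min.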
# GALK inhibitor – qHTS Assay for Inhibitors of Human Galactokinase (GALK); AID 1868, 2009; P51570; Potency, µM (series often up to 57.5 µM), for the others: at the highest dose activity change, negative = inhibition, usual class: inhibitors; hit rate 0.007% among 270,000; Purified GALK, Kinase-Glo residual ATP luminescence; note: potency is the fitted concentration of half-maximal effect; % is set by controls: 0 for no effect and ±100 for the full control effect
#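 Luminescence from leftover ATP (Ultra-Glo luciferase/luciferin) served as read-out after a 1 h room-temperature reaction of 5 nM GALK with 35 uM ATP and 100 uM galactose.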
# B2AR arrestin – qHTS assay of beta-arrestin-biased ligands of beta2-adrenergic receptor | Beta-2 adrenergic receptor (Homo sapiens), P07550 | beta-arrestin recruitment to beta2AR, cell-based reporter | Potency, µM (series often up to 46.1 µM), for inactives: at the highest dose activation, hits mostly activators | hit rate 0.02% among 330,000 | AID 492947, 2010;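 note: potency is the fitted concentration of half-maximal effect; 0% = DMSO controls and full agonism = EC100 isoproterenol or metaproterenol; nearly all actives have a fitted effect of over 65% in size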
# Menin MLL FP TR – qHTS Assay for Inhibitors Targeting the Menin-MLL Interaction in MLL Related Leukemias: Competition With Texas Red Labeled MLL-derived Mutant Peptide; Menin + Texas Red MLL mutant peptide, fluorescence polarization; Potency, µM (series often up to 61.6 µM), without a hit: at the top dose FP activity change, negative = inhibition, usual class: inhibitors; hit rate 0.23% among 270,000; AID 1768, 2009; active = well fitted inhibition curve with a large enough effect in the polarisation, with a control signal flat, not every such curve was filed as active; inconclusive = small, poorly fitted or top-dose-only effect, or effect the other way, or a change in a side signal; inactive = no such curve, though single readings can be large or run the other way; the % refers to the polarisation; note: potency is the fitted concentration of half-maximal effect; % of control where 0% means no effect; many of its hits are not listed in these tables
# FBPA coupling cs – qHTS Assay for Inhibitors of Fructose-1,6-bisphosphate Aldolase from Giardia Lamblia: Coupling assay counterscreen; coupling enzyme system counterscreen, AmpLite Red fluorescence; hit rate 0.67% among 290,000; activity change, negative = inhibition, % at 58.2 µM, hits read low; in the data active = activity change below about -30%; note: % is set by controls: 0 for no effect and ±100 for the full control effect
#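 Final compound at 57.5 uM, incubated 10 min at RT with coupling enzyme reagent (glyceraldehyde-3-phosphate), then 20 min with substrate and AmpLite Red detection. Fluorescence read at 525/598 nm; tests interference with the coupling assay, not aldolase inhibition.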
# TRPV1 agonist – HTS Assay for Compounds that Act as Agonists of the Vanilloid Receptor 1 | Transient receptor potential cation channel subfamily V member 1 (Homo sapiens), Q8NER1 | TRPV1-expressing cells, Fluo-8 calcium influx, agonist mode | activation, % at 8.33 µM | hit rate 0.19% among 320,000; in the data active = activation above about 80%; inconclusive = between about 30% and that limit; note: 0% is about no effect
#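 Fluo-8 calcium influx in TRPV1-expressing cells, kinetic read (ex 480/em 520 nm). Compound added and read 3 min for agonist activity, followed by capsaicin at EC20 final and 2 min further read for enhancement.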
# * = called active by the depositor; i = inactive; u = inconclusive; x = no result given; [ ] = remark or other dose. Unless noted, calls come from the whole dose curve; as a rule, active = well fitted curve in the direction sought with a large enough effect; inconclusive = small, poorly fitted or top-dose-only effect, or another doubt; inactive = no such curve, though single readings can be large; an effect the other way counts as inactive or inconclusive. These rows are one share of the data. The share of hits here may be higher or lower than overall.
SMILES,KCNH2 3.1 inh,Giardia kill,KCNH2 WT inh,PKM2 activator,MLL CXXC-DNA inh,USP2a block,GALK inhibitor,B2AR arrestin,Menin MLL FP TR,FBPA coupling cs,TRPV1 agonist
O=C(COc1cccc2cccnc12)NCC(F)(F)F,15,-1,4,4%,-2%,-1%,2%,-0.4%,10%,-18,0
Cc1ccccc1COC(=O)CN1C(=O)NC2(CCCC2)C1=O,-7,1,0,x,x,3%,x,-0.2%,x,x,3
Cc1cccc(N(C(=O)CCC(=O)Nc2ccccn2)C(C(=O)NC(C)C)c2ccc(O)cc2)c1 (stereo not given),5,-14,-1,-5%,0%,1%,3%,-0.9%,-13%,-1,-1
O=C(Cn1[nH]c(=O)c2ccccc2c1=O)N1CC=C(c2ccccc2)CC1,1,25,1,3%,7%,0%,-1%,-0.8%,-13%,-1,-8
CCOC(=O)c1sc(C)c2c(=O)n(CC(=O)c3ccc(Br)cc3)nnc12,6,-2,-11,0%,-14%,2%,2%,0.2%,4%,1,-3
O=C(c1ccc2c(c1)OCO2)C1CCCN(Cc2ccc3cccc(F)c3n2)C1 (stereo not given),-101*,2,-25,3%,1%,1%,-1%,0.2%,-24%,0,5
O=C1C2C3C=CC(C3)C2C(=O)N1c1nccs1 (stereo not given),29,-13,11,0%,10%,1%,0%,0.0%,-18%,2,0
Cc1ccc(NC(=O)CSc2nnc(Cc3cccn3C)n2-c2ccc(F)cc2)cc1,-41,-1,4,1%,-5%,-1%,-2%,0.0%,-1%,0,-2
CCOC(=O)C1CCCCN1Cc1cn[nH]c1-c1ccc(F)cc1F (stereo not given),6,-15,1,-2%,-9%,-1%,1%,-0.7%,0%,5,3
O=C(CSC1=NS(=O)(=O)c2cc(Cl)ccc2N1)NCc1ccc(F)cc1,11,-20,-2,x,x,1%,x,-0.3%,x,x,-6
Cc1coc2c(C)c3oc(=O)c(CCC(=O)N(C)CC(=O)O)c(C)c3cc12,-16,8,-12,x,u,0%,-3%,-1.0%,5%,1,0
N=c1oc2ccccc2cc1C(=O)Nc1ccc(F)cc1,6,-17,-22,x,-2%,-2%,4%,-0.9%,21%,0,-2
CCN(CC)c1ccc(NC(=O)CN2C(=O)CC(C)(C)S(=O)(=O)c3ccccc32)c(C)c1,15,54[activator],0,-19%,8%,2%,2%,-0.4%,-23%,-9,-2
CCCCOC(=O)c1ccc(NC(=O)c2cnc3n(c2=O)CCS3)cc1,6,-12,27,-33%,-7%,1%,-1%,0.1%,11%,4,-4
Cc1ccc(S(=O)(=O)NCCCNS(=O)(=O)c2ccccc2)cc1,-20,22,-1,24%,1%,1%,-2%,0.9%,18%,1,3
COc1cccc(-c2cc(C(=O)N3N=C(C)CC3(O)C(F)F)c3ccccc3n2)c1 (stereo not given),-5,10,-6,2%,-1%,0%,0%,-0.4%,24%,-2,15
COc1ccc(Cl)cc1NC(=O)CSc1nc(NS(=O)(=O)c2ccccc2)cc(=O)[nH]1,11,6,0,x,13%,1%,-4%,0.1%,u,-2,-1
CCOC(=O)c1cnc(-n2nc(C)cc2C)nc1NNc1ncc(-c2ccccc2)cn1,-15,-2,-6,-5%,-14%,-5%,3%,13%,x,1,-7
O=[N+]([O-])c1cc(C(F)(F)F)cc([N+](=O)[O-])c1Sc1n[nH]c(C(F)(F)F)n1,4,28,1,-5%,-7%,0%,2%,0.4%,x,8,1
O=C1NC[C@H](c2ccccc2)OC(=O)[C@@H](Cc2ccc(F)cc2)CC/C=C/C[C@H]1CC(=O)N(CCO)Cc1ccccc1,-26,0,-4,x,x,-5%,x,0.2%,x,x,x
Cc1ccc(NC(=O)C(=O)NCc2ccccn2)cc1,5,-17,i,-3%,1%,15%,1%,-0.3%,8%,1,20
Cc1cc(=O)[nH]c(SCC(=O)NC2CCCc3ccccc32)n1 (stereo not given),14,19,-1,3%,-1%,1%,-1%,-1.0%,x,-3,-2
O=C(COC(=O)c1cc(Cl)ccc1Cl)NCCN1C(=O)CSC1=O,-14,-6,-2,-4%,5%,-1%,0%,-0.7%,-10%,3,6
COc1ccc(C(=O)/C=C/C(=O)N(Cc2ccc3c(c2)OCO3)C(C(=O)NC2CCCCC2)c2ccncc2)c(O)c1 (stereo not given),-16,16,0,-1%,-1%,-4%,x,2.7%,-7%,-3,u
CCOC(=O)/C(C#N)=C\c1ccco1,1,14,-20,1%,-21%,-1%,0%,0.5%,13%,-2,3
O[C@@H]1COC(Nc2ccc(N=Nc3ccccc3)cc2)C[C@@H]1O (stereo not given in full),-27,-18,-2,0%,3%,0%,1%,-0.9%,x,1,-2
CCCCn1c(N)c(N(CCC(C)C)C(=O)C2CCCO2)c(=O)[nH]c1=O (stereo not given),7,16,-4,x,x,3%,x,0.0%,x,x,1
Cc1ccc2c(c1C)NC(=O)C21N2CCCC2C(C(=O)c2ccc3ccccc3c2)C12C(=O)Nc1ccccc12 (stereo not given),-86*,-1,-5,17%,-11%,0%,-3%,-0.4%,x,-8,9
O=S1(=O)CCN(Cc2csc(-c3cccs3)n2)CC1,-6,0,-10,-24%,-6%,1%,x,-0.6%,x,-1,-4
CCn1c(C)c(C)c2cc(C(=O)NCCN3CCOCC3)ccc21,1,6,-5,-1%,u,1%,3%,0.5%,-17%,1,-9
O=c1c([N+](=O)[O-])c(N2CCCCCC2)c2ccccc2n1-c1ccccc1,1,4,3,2%,-1%,4%,0%,-0.3%,5%,0,17
CC1CCc2nc(NC(=O)c3ccc(S(=O)(=O)N4CCCc5ccccc54)cc3)sc2C1 (stereo not given),-5,-9,-12,10%,-2%,-1%,-1%,-0.7%,u,-1,-2
CC(C)CC1NC(=O)N(CC(=O)c2ccc3c(c2)OCCO3)C1=O (stereo not given),-1,-11,2,-5%,0%,-1%,8%,-0.1%,1%,7,-1
CCN=c1scc(C)n1/N=C/c1cc(Br)c(O)c(OC)c1,-15,-1,1,-4%,-4%,0%,5%,-0.3%,u,-14,-7
CCc1nc2sc3c(c2c(=O)n1N)CC(C)(C)OC3,-22,-19,-3,-2%,-3%,1%,1%,-0.1%,-5%,0,1
Cc1cccc(NC(=O)CCc2c(C)nc3ncnn3c2C)n1,-2,-11,-6,-3%,-7%,2%,0%,-0.2%,0%,2,-3
CC(C)Cn1c(-c2ccccc2F)n[nH]c1=S,-12,11,-7,9%,21%,0%,0%,-0.4%,3%,-2,6
CC(Oc1cc2oc(=O)c3c(c2cc1Cl)CCCC3)C(=O)NCc1ccccn1 (stereo not given),14,3,-17,21%,-2%,2%,-1%,3.8%,-21%,5,u
COc1ccc(N2CCN(C(CNS(=O)(=O)c3ccccc3)c3ccccc3)CC2)cc1 (stereo not given),1,u,15,x,7%,-1%,3%,-0.7%,-11%,4,3
FC(F)(F)c1cnc(NNC(=S)Nc2ccc(Cl)cc2)c(Cl)c1,-7,-4,-4,-9%,6%,-3%,-3%,-0.4%,15%,-4,19
O=C(CCCc1c[nH]c2ccccc12)Nc1ncccc1O,11,4,7,x,u,2%,-1%,0.0%,x,x,10
O=S(=O)(N/N=C/c1ccc2c(c1)OCCO2)c1ccccc1,-6,-17,20,5%,-10%,-3%,0%,0.6%,41%[activator],-5,3
CCOC(Cn1c(CCCO)nc2ccccc21)OCC,10,-2,7,-3%,-6%,-1%,1%,0.1%,0%,1,-5
CN(C(=O)COC(=O)C1CCN(S(=O)(=O)c2cccs2)CC1)c1ccccc1,11,-10,-5,7%,1%,-3%,-1%,0.1%,-10%,3,2
O=C(CN1CCN(c2ccc(F)cc2)CC1)N1N=CCC1c1ccccc1 (stereo not given),6,2,10,-1%,14%,2%,-6%,0.3%,-30%,0,-4

# Source: PubChem (National Center for Advancing Translational Sciences (NCATS))
